Screening results from PubChem.
BAZ2B inh = qHTS Assay for Inhibitors of BAZ2B | Bromodomain adjacent to zinc finger domain protein 2B (Homo sapiens), Q9UIF8 | AlphaScreen BAZ2B-H3K14Ac peptide displacement | Potency, µM (doses to about 114 µM), inactives show at the highest dose activity change, negative = inhibition, hits mostly inhibitors | actives 4.4% (n = 360,000); note: potency is the fitted concentration of half-maximal effect; % is set by controls: 0 for no effect and ±100 for the full control effect; nearly all actives have a fitted effect of over 60% in size
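AlphaScreen displacement: compounds (up to 110uM) incubated 30 min at room temperature with a preformed 50 nM BAZ2B/50 nM biotinylated H3K14Ac peptide complex in PBS pH 7.4 with Tween-20. Donor and acceptor beads at 10 ug/mL final added, 20 min light-protected before reading.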
12-LOX inh = Primary qHTS assay for inhibitors of human arachidonate 12S-lipoxygenase (ALOX12): Round 2; purified 12hLO, xylenol orange hydroperoxide absorbance; AID 1671190, 2021; Potency, µM (series often up to 108 µM), for inactives: at the top dose activity change, negative = inhibition, hits mostly inhibitors; actives 1.1% (n = 580,000); Polyunsaturated fatty acid lipoxygenase ALOX12 (Homo sapiens), P18054; note: potency is the fitted concentration of half-maximal effect; % is set by controls: 0 for no effect and ±100 for the full control effect
Target sequence (P18054 whole entry, looked up): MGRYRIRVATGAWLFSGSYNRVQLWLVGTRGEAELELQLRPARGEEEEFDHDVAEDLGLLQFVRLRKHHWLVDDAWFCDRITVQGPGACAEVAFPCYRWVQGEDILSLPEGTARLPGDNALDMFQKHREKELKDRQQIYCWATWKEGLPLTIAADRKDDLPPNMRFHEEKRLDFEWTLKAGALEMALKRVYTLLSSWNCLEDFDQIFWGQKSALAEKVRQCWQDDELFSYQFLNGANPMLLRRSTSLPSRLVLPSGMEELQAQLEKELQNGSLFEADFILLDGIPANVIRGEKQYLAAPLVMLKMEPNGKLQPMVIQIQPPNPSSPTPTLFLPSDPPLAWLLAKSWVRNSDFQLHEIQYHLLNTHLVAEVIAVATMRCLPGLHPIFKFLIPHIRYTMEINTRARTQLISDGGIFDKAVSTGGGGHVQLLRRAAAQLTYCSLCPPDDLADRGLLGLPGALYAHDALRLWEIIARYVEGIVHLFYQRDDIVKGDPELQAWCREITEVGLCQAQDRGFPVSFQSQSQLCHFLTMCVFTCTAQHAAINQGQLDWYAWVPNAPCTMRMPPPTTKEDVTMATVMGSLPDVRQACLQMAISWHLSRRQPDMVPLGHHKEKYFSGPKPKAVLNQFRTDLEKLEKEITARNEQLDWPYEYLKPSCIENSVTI
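Purified human 12hLO at 150 nM in 25 mM Hepes, 0.01% Triton X-100, pH 7.0, preincubated 15 min at room temperature with compound. Reaction started with 40 uM arachidonic acid, 30 min at room temperature. Hydroperoxide measured by Fe-xylenol orange, 573/405 nm absorbance ratio.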
PI4K2A block = qHTS for small molecular inhibitors of PI4K2A; purified PI4K2A, ADP-Glo luminescence, 1 h; stronger effect = lower value; activity change, negative = inhibition, % at 76.9 µM; actives 0.13% (n = 420,000); in the data active = activity change below about -50%; inconclusive = mostly about -30% to -49%;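 note: -100% = wells without enzyme as full effect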
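In this quantitative HTS, ADP production by PI4K2A was quantified luminescently after 1 h at ambient temperature; 100 microM adenosine served as plate-quality control.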
HP1b binding inh = HTS for Inhibitors of HP1-beta Chromodomain Interactions with Methylated Histone Tails; actives 0.56% (n = 390,000); Potency, µM (series often up to 114 µM), inactives show at the top dose activity change, negative = inhibition, most hits filed as inhibitors; AlphaScreen HP1-beta / biotin-H3K9me3 peptide binding; Chromobox protein homolog 1 (Homo sapiens), P83916; note: potency is the fitted concentration of half-maximal effect; nearly all actives have a fitted effect of over 70% in size; inactives centre near 23
Target sequence (P83916 whole entry, looked up): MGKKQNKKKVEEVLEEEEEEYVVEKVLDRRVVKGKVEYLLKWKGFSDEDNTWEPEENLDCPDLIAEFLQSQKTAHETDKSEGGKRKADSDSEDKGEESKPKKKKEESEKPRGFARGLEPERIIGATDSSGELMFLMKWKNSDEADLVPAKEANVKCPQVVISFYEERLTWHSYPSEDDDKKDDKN
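HP1-beta protein (50 nM final) preincubated 30 min at room temperature with biotinylated H3(1-18)K9me3 peptide (50 nM) in PBS pH 7.4, 0.01% Tween-20, then compound added for 30 min. AlphaScreen streptavidin donor/nickel chelate acceptor beads (10 ug/mL final), 30 min dark, luminescence read.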
G9a inh = qHTS Assay for Inhibitors of Histone Lysine Methyltransferase G9a. Histone-lysine N-methyltransferase EHMT2 (Homo sapiens), Q96KQ7. G9a H3K9 monomethylation, AlphaScreen, 2 h. Potency, µM (series often up to 102 µM), for the others: top-dose activity, negative = inhibition, hits mostly inhibitors. actives 8.8% (n = 350,000). AID 504332, 2011; note: potency is the fitted concentration of half-maximal effect; % is set by controls: 0 for no effect and ±100 for the full control effect; nearly all actives have a fitted effect of over 75% in size
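Methyltransferase reactions run at room temperature for 2 h (20 nM enzyme, 500 nM biotin-H3K9 peptide, 20 uM SAM) after a 15 min compound preincubation; product detected by AlphaScreen beads and anti-H3K9me1 antibody.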
GLS inh = qHTS for Inhibitors of Glutaminase (GLS); actives 0.21% (n = 410,000); GLS enzymatic activity, qHTS titration; Glutaminase kidney isoform, mitochondrial (Homo sapiens), O94925; Potency, µM (series often up to 45.5 µM), inactives show top-dose activity change, negative = inhibition, usual class: inhibitors; note: potency is the fitted concentration of half-maximal effect; % is set by controls: 0 for no effect and ±100 for the full control effect
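Enzyme dispensed in phosphate buffer (45 mM, pH 8.2, 0.02% Tween-20), compounds pinned in, then 1 mM L-glutamine solution and the glutamate oxidase–HRP–Amplex Red mix added; fluorescence read immediately and again after 30 min at room temperature.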
RGS4 inh = Inhibitors of Regulator of G Protein Signaling (RGS) 4: qHTS; Regulator of G-protein signaling 4 (Homo sapiens), P49798; Transcreener GDP fluorescence polarization, RGS4-accelerated GTP hydrolysis; Potency, µM (doses to about 114 µM), without a hit: at the top dose activity change, negative = inhibition, actives largely listed as inhibitors; actives 0.039% (n = 390,000); AID 504845, 2011; note: potency is the fitted concentration of half-maximal effect; % is set by controls: 0 for no effect and ±100 for the full control effect; nearly all actives have a fitted effect of over 75% in size; some results filed as inactive show a strong effect at the top dose
Target sequence (P49798 whole entry, looked up): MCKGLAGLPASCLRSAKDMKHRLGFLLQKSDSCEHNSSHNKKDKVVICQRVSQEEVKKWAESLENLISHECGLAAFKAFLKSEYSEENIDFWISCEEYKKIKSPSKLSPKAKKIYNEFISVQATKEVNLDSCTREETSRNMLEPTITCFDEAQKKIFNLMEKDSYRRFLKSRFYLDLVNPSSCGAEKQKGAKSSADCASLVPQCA
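MLSMR compounds (23 nl, pin-transferred) preincubated 10 min at room temperature with a 500nM (2x) first reagent, then RGS4 at 900nM (2x) plus Transcreener GDP mix added; fluorescence polarization (620/688 nm) read before and after 90 min at 30 °C.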
JMJD2A Tudor inh = qHTS Assay for Inhibitors of JMJD2A-Tudor Domain; actives 4.4% (n = 390,000); AlphaScreen JMJD2A-Tudor / H3K4me3 peptide binding; Potency, µM (top dose mostly 114 µM), for inactives: at the highest dose activity change, negative = inhibition, hits mostly inhibitors; Lysine-specific demethylase 4A (Homo sapiens), O75164; AID 504339, 2011; note: potency is the fitted concentration of half-maximal effect; % is set by controls: 0 for no effect and ±100 for the full control effect; nearly all actives have a fitted effect of over 50% in size
ERG Ets-DNA blk = qHTS for Small Molecule Inhibitors of the ERG Ets/DNA interaction; Potency, µM (highest dose often 76.9 µM), for inactives: top-dose FP activity, negative = inhibition, actives largely listed as inhibitors; actives 0.028% (n = 370,000); fluorescence polarization, His-ERG Ets domain / labelled DNA; active = well fitted inhibition curve with a large enough effect in the polarisation, with a control signal flat; inconclusive = small, poorly fitted or top-dose-only effect, or effect the other way, or a change in a side signal; inactive = no such curve, though single readings can be large or run the other way; the % refers to the polarisation;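 note: polarization taken with two DNA probes labelled with fluorescein and Texas red; potency is the fitted concentration of half-maximal effect; % of control where 0% means no effect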
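His-tagged ERG Ets domain (1 uM in the protein solution; 300mM KCl, 50mM Tris-HCl, 1mM EDTA, 1mM DTT, pH 7.5) received compound, then a probe mix of 5 nM fluorescein-DNA and 100nM Texas-615-DNA. Fluorescence polarization was read for both dyes.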
An asterisk follows results filed as active; i = inactive; ? = inconclusive; . = no result given; & = joins results of further samples; [ ] = another dose, or the depositor's remark. Unless noted, calls come from the whole dose curve; as a rule, active = well fitted curve in the direction sought with a large enough effect; inconclusive = small, poorly fitted or top-dose-only effect, or another doubt; inactive = no such curve, though single readings can be large; an effect the other way counts as inactive or inconclusive. The list is partial; the hit share may differ from the screen's.

Start of the listing, in advance (2 entries):
structure	12-LOX inh	G9a inh	HP1b binding inh	BAZ2B inh	GLS inh	ERG Ets-DNA blk	RGS4 inh	JMJD2A Tudor inh	PI4K2A block
COc1cccc(C(=O)Nc2cccc(C(=O)NCC(C)C)c2)c1	2%	13%[59 µM]	15%	-4%	-4%	1%	21%	-3%	0
Cn1ncc(C#N)c1NC(=O)c1nn2cccnc2c1Cl	11%	-4%[12.7 µM]	19%	3%	-1%	3%	-32%	-15%	2

All compounds of this part, previewed entries included:
structure	12-LOX inh	G9a inh	HP1b binding inh	BAZ2B inh	GLS inh	ERG Ets-DNA blk	RGS4 inh	JMJD2A Tudor inh	PI4K2A block
COc1cccc(C(=O)Nc2cccc(C(=O)NCC(C)C)c2)c1	2%	13%[59 µM]	15%	-4%	-4%	1%	21%	-3%	0
Cn1ncc(C#N)c1NC(=O)c1nn2cccnc2c1Cl	11%	-4%[12.7 µM]	19%	3%	-1%	3%	-32%	-15%	2
COc1ccccc1OCC(=O)Nc1ccc(S(=O)(=O)NC(C)=O)cc1	-26%	?	32%[activator]	4%	14%	.	-18%	-25%	-19
CN(C)CCCN(C(=O)c1ccc(S(=O)(=O)N(C)C)cc1)c1nc2ccc(F)cc2s1	-12%	-33%	44%[activator]	-17%	-1%	1%	-9%	-5%	-1
O=C(OCC(=O)N1CCCC1=O)c1cc(S(=O)(=O)N2CCOCC2)ccc1F	-7%	-26%	33%	13%	0%	0%	-10%	1%	0
O=C1OCC=C1NNC(=O)c1cccnc1	8%	2%	40%[activator]	-20%	0%	-9%	-23%	-1%	1
Cc1ccc(S(=O)(=O)n2ccc3cccnc32)cc1	?	-3%[59 µM]	56%[activator]	4%	9%	-6%	-3%	-7%	-1
CC(C)(C)NC(=O)C(c1c[nH]c2ccccc12)N(C(=O)Cn1nnc(-c2ccc(Cl)cc2)n1)c1ccccc1F (stereo not drawn)	?	14%[59 µM]	17%	1%	-2%	-4%	-6%	-19%	0
O=C1CNC(=O)N1CC(=O)N1CCCc2ccccc21	-7%	-7%[12.7 µM]	25%	6%	-3%	-11%	-5%	-2%	-1
CNC(=O)C1CCC(Cn2c(=O)c3sccc3n(CC(=O)Nc3cc(C)cc(C)c3)c2=O)CC1 (stereo not drawn)	4%	-4%[59 µM]	33%	-2%	5%	5%	-16%	-6%	2
CCOc1ccc(N(CC)C(=O)CCS(=O)(=O)c2cccc3nonc23)cc1	-15%	8%	8%	-1%	16%	17%	-13%	4%	3
CCCCNC(=O)CSc1nc(O)c(Cc2ccc(OC)cc2)c(=O)[nH]1	8%	8%	17%	-19%	2%	4%	-6%	0%	-1
O=C(Nc1ccncc1)c1cc(S(=O)(=O)N2CCCC2)ccc1Cl	3%	.	32%	.	3%	-1%	11%	-8%	2
COc1ccc2oc(-c3ccccc3)c(C(N)=O)c2c1	0%	?	23%	.	-1%	9%	4%	-5%	-2
COc1cccc(CNC(=O)CSc2n[nH]c(-c3ccccc3Cl)n2)c1	0%	-15%[59 µM]	24%[57 µM]	2%	-2%	2%	-19%	-9%	1
CCC(=O)Nc1cccc(-c2cc3ccccc3oc2=O)c1	-13%	21%	49%[activator]	-27%	10%	-2%	14%	-4%	6
CCOC(=O)c1c(C)[nH]c(C(=O)COC(=O)/C=C/c2cccc(OC)c2OC)c1C	5%	14%	14%	7%	-6%	-15%	-6%	-9%	2
CC(=O)CCn1cc([N+](=O)[O-])nc1C	i	29%	27%	22%	7%	-3%	7%	4%	5
COc1cc(C(=O)NCc2nnc(SCC(=O)Nc3cc(C)cc(C)c3)o2)cc(OC)c1OC	-24%	-9%[12.7 µM]	11%	1%	4%	-2%	-6%	6%	10
CCOC(=O)[C@H]1[C@H]2COc3ccc(C)cc3[C@@H]2N2C(=O)CN(Cc3ccc(C)cc3)C(=O)[C@@]12C	?	-5%[0.501 µM]	27%	-11%	3%	18%	16%	-30%	-2
CC(=O)N1CCC2(CC1)C/C(=N\NC(=S)Nc1ccccc1F)c1cc(O)ccc1O2	?	16µM*	?	-33%	24%	-8%	14%	?	-18
COc1ccc(CN2CCC(CO)(CCOc3ccccc3)CC2)c(OC)c1C	-14%	.	15%	-7%	6%	-2%	19%	-22%	2
CCC(=O)OC1(C#CCOc2ccc(OC)cc2)CCN(C)CC1	-15%	-3%[12.7 µM]	14%	0%	1%	7%	19%	-17%	7
C#CCOC(=O)Nc1cnccc1C(F)(F)F	9%	13%	-4%	3%	4%	1%	6%	-14%	4
COc1cccc(NC(=O)CN(C)C(=O)c2cccnc2Nc2cccc(C(F)(F)F)c2)c1	.	16%[59 µM]	12%	2%	-2%	7%	-4%	-28%	-2
O=C(C1=C(O)C(=O)N(Cc2ccccc2)C1c1ccncc1)c1ccco1 (stereo not drawn)	?	40µM*	16%	3%	8%	10%	-12%	?	2
CC(C)(C)NC(=O)COC(=O)c1ccccc1OCC(=O)Nc1ccc(Br)cc1	0%	3%	26%	39%[activator]	1%	0%	-18%	-9%	-5
COc1cccc(N2C(=NC(=O)c3ccccc3)SC3CS(=O)(=O)CC32)c1 (stereo not drawn)	0%	21%[59 µM]	1%	0%	38%[activator]	-4%	8%	-5%	-5
COc1ccccc1CN1CC(C(=O)N2CCC(OC)CC2)CCC1=O (stereo not drawn)	0%	50%	23%	-7%	-9%	-14%	-7%	-5%	-4
Cc1ccc(C)c(N2CCN(C(=O)c3cc4c(=O)n(Cc5ccccc5)ccc4nc3C)CC2)c1	-25%	5%[59 µM]	12%	?	5%	6%	4%	-35%	2
O=C(NCC1CCCO1)c1cccnc1NCc1ccc(F)cc1 (stereo not drawn)	3%	6%	30%[activator]	-11%	3%	12%	7%	1%	-1
CC1CCC/C(=N\NC(=O)Nc2ccccc2)C1 (stereo not drawn)	-3%	40µM*	29%	11%	-17%	10%	-21%	-1%	2
CCS(=O)(=O)N1CCCC(C(=O)NC2CCCCC2C)C1 (stereo not drawn)	389%[activator]	29%[0.501 µM]	21%	-25%	2%	-4%	26%	-3%	-6
Cc1ccc(NC(=O)C(=O)NCC(c2cccnc2)N2CCOCC2)cc1Cl (stereo not drawn)	-21%	?	25%	-38%	-1%	3%	2%	-31%	0
CCn1cc(C(=O)Nc2ncccc2O)c(=O)c2cc(F)c(N3CCN(C(=O)c4ccco4)CC3)cc21	11%	-6%	17%[57 µM]	-8%	-11%	3%	-23%	-13%	-13
O=C(Nn1c(C2CCC2)nc2ccccc2c1=O)c1cccs1	-11%	-39%	24%	-17%	3%	8%	18%	-14%	0
O=C(O)Cc1c(C(=O)O)nnn1-c1ccc(Cl)cc1Cl	-5%	-20%	40%[activator]	-27%	3%	-8%	-3%	11%	0
COc1ccc(CN(C(=O)c2cc(=O)c3cc(C)cc(C)c3o2)C2CCS(=O)(=O)C2)cc1 (stereo not drawn)	-5%&125%	.	36%	-4%	8%	-3%	32%	-19%	-1
COc1ccc(CN(CC(=O)NCc2ccccc2)C(=O)CCC(=O)Nc2cc(C)ccn2)cc1	-14%	-5%	6%	-18%	4%	1%	-13%	-7%	3
CC(=O)Nc1ccc(S(=O)(=O)N2CCC(n3c(C(F)(F)F)nc4cccnc43)CC2)cc1	-19%	5%[59 µM]	9%	3%	5%	-3%	-10%	-4%	-1
C/C(=N\NC(=O)CSCc1ccc([N+](=O)[O-])cc1)c1cccc(Br)c1	-18%	12%[59 µM]	14%	-9%	2%	-1%	4%	-23%	-2
CCN(c1cccc(C)c1)c1ncnc2nc[nH]c12	13%	-25%	57%[activator]	10%	1%	-3%	24%	-10%	-9
c1coc(CSCc2cn3cccnc3n2)c1	4%	19%	28%	0%	1%	-1%	0%	-13%	-1
CCSc1nc(O)c(C2OC(=O)c3c2ccc(OC)c3OC)c(=O)n1CC (stereo not drawn)	-3%	-2%[59 µM]	34%[activator]	-7%	3%	-29%	-5%	-3%	0
COc1ccc(OC)c(NC(=O)CSc2nnc(CNC(=O)c3ccccc3F)o2)c1	-25%	-5%[0.501 µM]	31%	-8%	6%	0%	24%	-15%	1
O=C(O)CCC(=O)Nc1ccc(SSc2ccc(NC(=O)CCC(=O)O)cc2)cc1	?	?	30%	-1%	?	-3%	-88%	?	-7
Cc1ccc(C2=NC3(CCCCCC3)NC2=S)cc1	8%	30%[59 µM]	58%[activator]	7%	1%	-1%	-1%	18%	-2
CCOC(=O)C1(CC2CC2)CCN(Cc2cnc(-c3ccc(OC)cc3)nc2)CC1	-13%	-34%	34%	-12%	4%	4%	-1%[56.9 µM]	-22%	-2
